PP1 inh = counter-screen for PP5 inhibitors: inhibitors of human PP1-alpha; inhibition, % at 6.7 µM; AID 2235; purified PP1alpha, OMFP fluorescence; 320,000 compounds, 0.9% hits;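 active = inhibition above the mean inhibition of all tested compounds plus 3 SD, computed separately for each screening campaign, cut at about 15% in these data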
GASC-1 inh = blocks human GASC-1 demethylase activity | 330,000 compounds, 0.069% hits | inhibition, % at 2.35 µM | GST-JMJD2C(1-420) H3K9me3 demethylation, DELFIA europium | Q9H3R0;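 active = more than half of a compound's replicate wells show inhibition beyond 50%, single wells judged on their own value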;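 note: signal counts dimethyl H3K9 product captured on neutravidin plate; 0% = median of DMSO wells and 100% = 0.3 times that DMSO median; strong numbers were not always called active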
core dimer inh = blocks dimerization of HCV core protein. TR-FRET GST/Flag-core106 dimerization, 1536-well. inhibition, % at 5 µM. 300,000 compounds, 0.33% hits. AID 1899;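 active = inhibition above the mean of all tested compounds plus 3 SD, set per screening campaign, cut at about 45% in these data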
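Material: GST/Flag-tagged HCV core106 proteins. Incubation: 4 h, 22.5 °C incubation. Read-out basis: inhibition (%) from 671 over 617 nm ratio. Measured by: TR-FRET, excitation 340 nm, emission 617 and 671 nm.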
Fh CTSL1 inh = cathepsin L1 inhibition, PFM18AAP counter-screen; recombinant F. hepatica cathepsin L1, Z-Leu-Arg-MCA fluorescence; inhibition, % at 5.96 µM; 300,000 compounds, 0.49% hits;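 active = inhibition above the mean of all tested compounds plus 3 SD, set per screening campaign, cut at about 17% in these data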;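 note: 0% = plate median of test compound wells and 100% = 1 µM Z-Phe-Ala-diazomethylketone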
proCasp7 act = counter-screen: procaspase-7 (human) activation | recombinant procaspase-7, Ac-DEVD-pNA absorbance 405 nm; D23A/D198A/D206A triple mutant, cannot self-cleave; scale: DMSO 0, 5 µM enzyme 100 | P55210 | activation, % at 8.5 µM | 330,000 compounds, 0.093% hits;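 active = percent activation above the screen-wide mean plus 3 SD, cut at about 25% in these data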
Target sequence (P55210 whole entry D23A/D198A/D206A): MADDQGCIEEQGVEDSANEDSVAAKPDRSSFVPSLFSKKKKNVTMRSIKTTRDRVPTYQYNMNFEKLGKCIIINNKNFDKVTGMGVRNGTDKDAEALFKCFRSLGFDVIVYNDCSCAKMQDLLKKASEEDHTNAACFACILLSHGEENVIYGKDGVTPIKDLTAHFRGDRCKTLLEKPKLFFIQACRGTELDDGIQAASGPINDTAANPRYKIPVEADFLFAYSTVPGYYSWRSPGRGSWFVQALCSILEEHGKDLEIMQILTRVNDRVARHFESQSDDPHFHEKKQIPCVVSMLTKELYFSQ
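Assay system: Uncleavable procaspase-7 mutant enzyme | Input: 2 µM procaspase-7 mutant as dispensed | Timing: 1 h compound preincubation, 2 h substrate cleavage, 25 °C | Repeats: One well per compound | Control set: DMSO wells as 0%, DMSO with 5 µM added PC-7 as 100% | Technique: Epi-absorbance of released pNA at 405 nm, two timepoints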
PP5 inh = blocks human protein phosphatase 5 activity; 320,000 compounds, 0.18% hits; inhibition, % at 6.7 µM; P53041; purified PP5c, OMFP substrate fluorescence;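 active = inhibition above the campaign's mean inhibition across all tested compounds plus 3 SD, cut at about 9.5% in these data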;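 note: 0% = DMSO only and 100% = 100 µM cantharidin control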
Target sequence (P53041 whole entry, looked up): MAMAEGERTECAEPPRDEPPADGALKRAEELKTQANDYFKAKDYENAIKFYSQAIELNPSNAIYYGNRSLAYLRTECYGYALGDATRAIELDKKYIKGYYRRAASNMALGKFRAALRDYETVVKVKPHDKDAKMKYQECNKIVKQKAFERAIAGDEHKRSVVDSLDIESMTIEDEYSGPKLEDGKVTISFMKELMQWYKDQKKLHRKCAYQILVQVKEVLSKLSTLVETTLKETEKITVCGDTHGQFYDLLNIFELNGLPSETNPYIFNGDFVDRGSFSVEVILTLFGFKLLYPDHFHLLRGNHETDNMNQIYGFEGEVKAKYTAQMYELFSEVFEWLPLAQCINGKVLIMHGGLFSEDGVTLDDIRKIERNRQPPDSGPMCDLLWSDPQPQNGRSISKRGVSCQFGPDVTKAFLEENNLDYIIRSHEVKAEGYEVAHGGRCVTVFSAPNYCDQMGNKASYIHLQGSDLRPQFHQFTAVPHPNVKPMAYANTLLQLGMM
VLA-4 inh = inhibition in a human VLA-4 binding assay | inhibition, % (about 7 µM as worked out from the volumes in the protocol) | 330,000 compounds, 0.2% hits | VLA-4 expressing cells, ligand binding flow cytometry; in the data active = inhibition above about 50%
GRK2 aptamer HTS = human GRK2 inhibition via aptamer displacement. P25098. bead flow cytometry, FAM-aptamer displacement from GRK2. inhibition of aptamer binding, % at 10 µM. 330,000 compounds, 0.59% hits. AID 488847;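 active = inhibition of aptamer binding above 40%, roughly 3 SD of noise, on plates passing a quality check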;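 note: median bead fluorescence of bound FAM aptamer so fluorescent compounds give negative values; no value below 0 was filed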
procasp3 activ = activates human procaspase-3; recombinant procaspase-3 D3A, Ac-DEVD-pNA absorbance 405 nm; P42574; activation, % at 8.5 µM; 330,000 compounds, 0.11% hits;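 active = activation above the mean of all tested compounds plus 3 SD, cut at about 21% in these data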;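 note: 0% = DMSO alone and 100% = DMSO wells spiked with extra 5 µM PC-3 D3A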
Target sequence (P42574 whole entry D9A/D28A/D175A): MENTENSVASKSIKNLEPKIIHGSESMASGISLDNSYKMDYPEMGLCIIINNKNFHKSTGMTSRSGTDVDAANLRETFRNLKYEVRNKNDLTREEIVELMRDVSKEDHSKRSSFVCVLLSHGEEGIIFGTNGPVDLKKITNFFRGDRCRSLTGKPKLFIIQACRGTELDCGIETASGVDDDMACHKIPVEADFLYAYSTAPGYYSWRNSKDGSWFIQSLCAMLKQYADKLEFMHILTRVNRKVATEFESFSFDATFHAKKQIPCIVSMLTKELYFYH
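Test system: Procaspase-3 D3A mutant, all three cleavage aspartates alanine | Dosing: Single dose, 8.5 µM nominal compound, 0.8% DMSO | Schedule: 1 h preincubation, 2 h reaction | Technique: 405 nm absorbance of p-nitroaniline, reads at 0 and 120 min | Repeats: One well per compound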
The depositor's hits bear a star. Compounds as they come. Share with any hit: about 2.6%.

How did COc1ccc(CC(=O)Nc2ccc(-c3csc(C)n3)cc2)cc1 do in these assays?
PP1 inh: -8; GASC-1 inh: 15; core dimer inh: 3; Fh CTSL1 inh: -6; proCasp7 act: -2; PP5 inh: -2.4; VLA-4 inh: 9; GRK2 aptamer HTS: 0; procasp3 activ: 4

What do the screens show for `O=c1[nH]c2c(Br)cnc([N+](=O)[O-])c2[nH]1`?
PP1 inh: -1; GASC-1 inh: -4; core dimer inh: 4; Fh CTSL1 inh: 1; proCasp7 act: -3; PP5 inh: -1.1; VLA-4 inh: -2; GRK2 aptamer HTS: 0; procasp3 activ: 1

What do the screens show for `Cc1c(NC(=O)NC(=O)c2ccc(F)cc2)c(=O)n(-c2ccccc2)n1C`?
PP1 inh: -1; GASC-1 inh: 2; core dimer inh: 7; Fh CTSL1 inh: -6; proCasp7 act: 10; PP5 inh: 0.1; VLA-4 inh: 8; GRK2 aptamer HTS: 2; procasp3 activ: -5

Results for COC(=O)N1CCN(c2ccc(C)c(C)c2)CC1 ?
PP1 inh: -8; GASC-1 inh: 8; core dimer inh: 3; Fh CTSL1 inh: -5; proCasp7 act: 10; PP5 inh: 0.4; VLA-4 inh: 4; GRK2 aptamer HTS: 1; procasp3 activ: 5

Results for CC(C)(C)c1nc2c(C#N)c(-c3ccc(Cl)cc3)ccn2n1 ?
PP1 inh: -6; GASC-1 inh: -7; core dimer inh: 7; Fh CTSL1 inh: 14; proCasp7 act: -3; PP5 inh: 1.0; VLA-4 inh: -1; GRK2 aptamer HTS: 0; procasp3 activ: -9

How did C=CCOC(=O)C1=C(C)NC(SCC(=O)Nc2ccccc2)=C(C#N)C1c1ccco1 (configuration not stated) do in these assays?
PP1 inh: 3; GASC-1 inh: -1; core dimer inh: 16; Fh CTSL1 inh: 7; proCasp7 act: 0; PP5 inh: 4.1; VLA-4 inh: 9; GRK2 aptamer HTS: 0; procasp3 activ: -1

What do the screens show for `CC1(C)Cc2c(C#N)c(SCC(=O)O)nc(N3CCOCC3)c2CO1`?
PP1 inh: -3; GASC-1 inh: -12; core dimer inh: -2; Fh CTSL1 inh: -3; proCasp7 act: 0; PP5 inh: -1.0; VLA-4 inh: 7; GRK2 aptamer HTS: 3; procasp3 activ: 2

What do the screens show for `COC(=O)C(N)Cc1ccc(OC)c([N+](=O)[O-])c1` (configuration not stated)?
PP1 inh: -2; GASC-1 inh: 1; core dimer inh: 0; Fh CTSL1 inh: -6; proCasp7 act: 15; PP5 inh: 2.5; VLA-4 inh: 2; GRK2 aptamer HTS: 2; procasp3 activ: 5

Results for Cc1ccc(NC(=O)CSCC(=O)Nc2nnc(C3CC3)s2)cc1 ?
PP1 inh: -5; GASC-1 inh: -30; core dimer inh: -1; Fh CTSL1 inh: -9; proCasp7 act: 1; PP5 inh: 0.6; VLA-4 inh: -3; GRK2 aptamer HTS: 0; procasp3 activ: -1

What do the screens show for `Cc1cc(O)c2c(C)c(CC(=O)N3CCN(C(=O)C4COc5ccccc5O4)CC3)c(=O)oc2c1` (configuration not stated)?
PP1 inh: -5; GASC-1 inh: 4; core dimer inh: -8; Fh CTSL1 inh: 6; proCasp7 act: 4; PP5 inh: 1.6; VLA-4 inh: -5; GRK2 aptamer HTS: 0; procasp3 activ: 0

What do the screens show for `O=c1oc(Nc2cccc(F)c2)nc2ccccc12`?
PP1 inh: 6; GASC-1 inh: -3; core dimer inh: 12; Fh CTSL1 inh: -1; proCasp7 act: -2; PP5 inh: 1.8; VLA-4 inh: 13; GRK2 aptamer HTS: 0; procasp3 activ: 5

Results for Cc1cc(C)c(NC(=O)OCCN2CCOCC2)c(C)c1 ?
PP1 inh: 1; GASC-1 inh: 1; core dimer inh: -5; Fh CTSL1 inh: 1; proCasp7 act: 4; PP5 inh: 1.9; VLA-4 inh: 4; GRK2 aptamer HTS: 4; procasp3 activ: 1

What do the screens show for `CCc1ccc(C(=O)NNc2cc(Cl)ccc2Cl)cc1`?
PP1 inh: 1; GASC-1 inh: -4; core dimer inh: -1; Fh CTSL1 inh: 0; proCasp7 act: 3; PP5 inh: 1.4; VLA-4 inh: 14; GRK2 aptamer HTS: 0; procasp3 activ: 4

Results for CC1(C)Cc2c(sc3c2c(=N)n(Cc2ccco2)c(=O)n3CC(=O)Nc2ccccc2)CO1 ?
PP1 inh: -1; GASC-1 inh: 1; core dimer inh: 2; Fh CTSL1 inh: -1; proCasp7 act: -6; PP5 inh: 3.2; VLA-4 inh: -10; GRK2 aptamer HTS: 0; procasp3 activ: -10

How did CCn1c(=O)c(C(=O)Nc2ccccn2)c(O)c2ccccc21 do in these assays?
PP1 inh: 1; GASC-1 inh: 7; core dimer inh: 4; Fh CTSL1 inh: -3; proCasp7 act: 7; PP5 inh: -1.2; VLA-4 inh: 4; GRK2 aptamer HTS: 3; procasp3 activ: -2

How did O=C(c1cc2c(s1)CCC2)N1C(=O)c2ccccc2S1(=O)=O do in these assays?
PP1 inh: -6; GASC-1 inh: 30; core dimer inh: 0; Fh CTSL1 inh: -1; proCasp7 act: -1; PP5 inh: -1.2; VLA-4 inh: 1; GRK2 aptamer HTS: 1; procasp3 activ: -2

What do the screens show for `CCn1c2ccccc2c2cc(C3C(C#N)=C(C)NC(C)=C3C#N)ccc21`?
PP1 inh: 2; GASC-1 inh: -4; core dimer inh: 13; Fh CTSL1 inh: 0; proCasp7 act: 15; PP5 inh: 0.8; VLA-4 inh: 8; GRK2 aptamer HTS: 2; procasp3 activ: 15

Results for O=C(Nc1ccc(Br)cc1C(=O)O)c1ccc2c(c1)C(=O)N(Cc1ccccc1)C2=O ?
PP1 inh: 5; GASC-1 inh: 4; core dimer inh: 2; Fh CTSL1 inh: 3; proCasp7 act: -6; PP5 inh: -0.9; VLA-4 inh: 9; GRK2 aptamer HTS: 0; procasp3 activ: -4

How did CN1C(=O)/C(=C/c2ccccc2F)Sc2ccc(C(=O)N3CCCC3)cc21 do in these assays?
PP1 inh: 1; GASC-1 inh: 21; core dimer inh: 5; Fh CTSL1 inh: 1; proCasp7 act: -5; PP5 inh: 1.0; VLA-4 inh: 0; GRK2 aptamer HTS: 2; procasp3 activ: -1

How did C=CCNS(=O)(=O)c1cc2c3c(c1)CCN3C(=O)CC2 do in these assays?
PP1 inh: -4; GASC-1 inh: -7; core dimer inh: 4; Fh CTSL1 inh: -3; proCasp7 act: -3; PP5 inh: 0.6; VLA-4 inh: 10; GRK2 aptamer HTS: 0; procasp3 activ: 8

How did Cc1ccc(S(=O)(=O)Nc2cccc(C(=O)NCc3ccc(S(N)(=O)=O)cc3)c2)cc1 do in these assays?
PP1 inh: -2; GASC-1 inh: -9; core dimer inh: 1; Fh CTSL1 inh: -2; proCasp7 act: 2; PP5 inh: 0.0; VLA-4 inh: 6; GRK2 aptamer HTS: 0; procasp3 activ: -3

What do the screens show for `Cc1ccc2c(c1)c1c(n2CC(O)Cn2c(C)nc3ccccc32)CCCC1` (configuration not stated)?
PP1 inh: 7; GASC-1 inh: -7; core dimer inh: -10; Fh CTSL1 inh: -2; proCasp7 act: 10; PP5 inh: 1.3; VLA-4 inh: 20; GRK2 aptamer HTS: 0; procasp3 activ: 9

What do the screens show for `CCOc1cc(/C=C/c2cc(C(F)(F)F)[nH]c(=O)n2)ccc1O`?
PP1 inh: -5; GASC-1 inh: 6; core dimer inh: 7; Fh CTSL1 inh: 1; proCasp7 act: -3; PP5 inh: 0.3; VLA-4 inh: -28; GRK2 aptamer HTS: 1; procasp3 activ: -13

How did CCOC(=O)c1c(NC(=O)N/N=C/c2ccc(O)c(OC)c2)sc(C(C)=O)c1C do in these assays?
PP1 inh: -5; GASC-1 inh: 1; core dimer inh: 10; Fh CTSL1 inh: -3; proCasp7 act: -6; PP5 inh: 0.2; VLA-4 inh: -4; GRK2 aptamer HTS: 0; procasp3 activ: 0

How did COc1ccc(/C=N/OCC(=O)NCC(C)C)c(OC)c1 do in these assays?
PP1 inh: -4; GASC-1 inh: -9; core dimer inh: -7; Fh CTSL1 inh: -4; proCasp7 act: 11; PP5 inh: 0.0; VLA-4 inh: 3; GRK2 aptamer HTS: 0; procasp3 activ: -1

Results for Cc1cc(-c2nnc(-c3cc4ccccc4oc3=O)o2)c(C)n1-c1ccccc1 ?
PP1 inh: 15; GASC-1 inh: 6; core dimer inh: 29; Fh CTSL1 inh: 1; proCasp7 act: -7; PP5 inh: 2.3; VLA-4 inh: -3; GRK2 aptamer HTS: 1; procasp3 activ: -1

Results for O=C(NCc1cccs1)C1CCCN1C(=O)Nc1cccc(Cl)c1 (configuration not stated) ?
PP1 inh: -9; GASC-1 inh: 4; core dimer inh: -3; Fh CTSL1 inh: -3; proCasp7 act: 12; PP5 inh: 0.8; VLA-4 inh: -4; GRK2 aptamer HTS: 2; procasp3 activ: 3

Results for Cc1onc(-c2ccccc2Cl)c1C(=O)Nc1ccc(Br)cc1 ?
PP1 inh: -1; GASC-1 inh: 10; core dimer inh: 0; Fh CTSL1 inh: 1; proCasp7 act: 11; PP5 inh: 3.8; VLA-4 inh: -13; GRK2 aptamer HTS: 1; procasp3 activ: 7

How did O=C(CCNS(=O)(=O)c1ccc(Cl)cc1)OCC(=O)c1ccc[nH]1 do in these assays?
PP1 inh: -1; GASC-1 inh: -5; core dimer inh: 3; Fh CTSL1 inh: -18; proCasp7 act: -2; PP5 inh: -0.3; VLA-4 inh: -5; GRK2 aptamer HTS: 5; procasp3 activ: 7

Results for Nc1ccc(C(=O)Nc2cccc(NC(=O)c3ccc(N)cc3)c2)cc1 ?
PP1 inh: -1; GASC-1 inh: 2; core dimer inh: 9; Fh CTSL1 inh: 4; proCasp7 act: -7; PP5 inh: 2.3; VLA-4 inh: 8; GRK2 aptamer HTS: 2; procasp3 activ: 0

How did CCN(CC)CCN(C(=O)C1CCCCC1)c1nc2cc3c(cc2s1)OCO3 do in these assays?
PP1 inh: -2; GASC-1 inh: 20; core dimer inh: -2; Fh CTSL1 inh: 3; proCasp7 act: 0; PP5 inh: 3.2; VLA-4 inh: 2; GRK2 aptamer HTS: 0; procasp3 activ: 12

Results for Cc1c(C(=O)N2CCC2)oc2c(F)cccc12 ?
GASC-1 inh: 5; proCasp7 act: 2; VLA-4 inh: 0; GRK2 aptamer HTS: 0; procasp3 activ: 4

Results for Cc1c(C(=O)N2CCOCC2)[nH]c2ccc(OCc3ccccc3)cc12 ?
PP1 inh: 4; GASC-1 inh: -1; core dimer inh: -67; Fh CTSL1 inh: 0; proCasp7 act: 6; PP5 inh: 0.1; VLA-4 inh: -3; GRK2 aptamer HTS: 0; procasp3 activ: 4

What do the screens show for `COc1ccccc1/C=C/C(=O)NCC(=O)N/N=C/c1cc(Br)ccc1OC`?
PP1 inh: 7; GASC-1 inh: -3; core dimer inh: 15; Fh CTSL1 inh: 0; proCasp7 act: -16; PP5 inh: 3.6; VLA-4 inh: 3; GRK2 aptamer HTS: 0; procasp3 activ: -6

High-throughput results as filed in PubChem.
